Source: PubChem
Nrf2 activator: activates Nrf2 signaling; AREc32 ARE-luciferase reporter (MCF7-derived line), luminescence, 24 h; Potency, µM (highest dose often 46.1 µM), inactives show at the top dose activation, actives largely listed as activators; 0.31% of 410,000 active; AID 624171; also: potency is read from the fitted curve at half-maximal effect; % of control where 0% means no effect; nearly all actives have a fitted effect of over 65% in size
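Luciferase luminescence (Steady-Glo, 30 min at room temperature) served as the read-out of ARE activation in AREc32 cells treated with compounds for 24 hr at 37 deg C.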
Mm-Cpn inhibitor: M. maripaludis TRiC chaperonin inhibition; purified Mm-Cpn ATPase, ADP Transcreener TR-FRET; Potency, µM (top dose mostly 76.9 µM), inactives show at the top dose activity, negative = inhibition, hits mostly inhibitors; 0.031% of 330,000 active; also: potency is read from the fitted curve at half-maximal effect; % is scaled to controls: 0 for no effect and ±100 for the full control effect; nearly all actives have a fitted effect of over 80% in size
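25 nM Mm-CPN + cpd, 10 min 37°C; + 10 uM ATP, 30 min 37°C; buffer 30 mM Tris pH 7.4, 100 mM KCl, 5 mM MgCl2, 1 mM DTT; Transcreener ADP HTRF detection 30 min RT.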
ATXN viability: reduces viability in counter-screen for ATXN expression inhibitors. 0.49% of 400,000 active. Potency, µM (top dose mostly 56.7 µM), most hits filed as cytotoxic. AID 651635. S2 cells (HEK-293 line with an ATXN2-luciferase reporter) viability, CellTiter-Fluor protease fluorescence, 24 h; also: potency is read from the fitted curve at half-maximal effect; nearly all actives have a fitted effect of over 40% in size
TGFb SMAD3 inh: TGF-b pathway inhibition; HepG2 CAGA-GFP TGF-b/SMAD3 reporter, GFP fluorescence, 18 h; TGF-beta stimulated, 500 pg/mL final; Potency, µM (titrated, usually from 46.1 µM), inactives show at the top dose activity, negative = inhibition, hits mostly inhibitors; 1.2% of 410,000 active; AID 588855; also: potency is read from the fitted curve at half-maximal effect; % is scaled to controls: 0 for no effect and ±100 for the full control effect; nearly all actives have a fitted effect of over 65% in size
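HEPG2 CAGA-GFP reporter cells (1000/well, DMEM with 1% FBS) received compounds, then recombinant TGF-beta at 500 pg/mL final for 18 hours at 37 degrees C. Per-cell GFP summed per well was normalised to unstimulated and stimulated DMSO controls before curve fitting.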
pAkt inh: blocks phosphorylation of Akt | Neuro2A IGF-stimulated pAkt S473 HTRF, 20 min; hits give low values | activity change, % for hits at 50 µM | 0.32% of 360,000 active | AID 651550; in the data active = activity change below about -80%; inconclusive = mostly about -51% to -80%; also: % is scaled to controls: 0 for no effect and ±100 for the full control effect
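Neuro2A cells (4,500/well, DMEM with 0.5% FBS) were treated with compound at a single 50 µM final concentration, stimulated with 6 nM IGF for 20 min at 37 °C, and lysed. Phospho-Akt Ser473 was read by HTRF as 665/615 ratio ×10^4.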
Nrf2 inh: blocks Nrf2 signaling. A549 ARE-Fluc reporter, luciferase luminescence, 18-24 h. Potency, µM (doses to about 46 µM), inactives show at the highest dose activity change, negative = inhibition, actives largely listed as inhibitors. 2.1% of 360,000 active. AID 504444; also: potency is read from the fitted curve at half-maximal effect; % is scaled to controls: 0 for no effect and ±100 for the full control effect; nearly all actives have a fitted effect of over 60% in size
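Nrf2 function is reported as luminescence of an ARE-controlled luciferase in A549 cells. Compounds were tested at several concentrations, and a CellTiter-Fluor read on the same wells flagged cytotoxicity.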
HepG2 tox: counter-screen for TGF-b inhibitors: cytotoxicity in HepG2 cells. AID 588856. Potency, µM (highest dose often 46.1 µM), for inactives: at the highest dose activity change, negative = cytotoxicity, actives largely listed as cytotoxic. HepG2 CAGA-GFP viability, ATP luminescence, 18 h. 0.76% of 410,000 active; also: potency is read from the fitted curve at half-maximal effect; some results filed as inactive show a strong effect at the top dose
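CellTiter-Glo luminescence gave cytotoxicity after 18 hours at 37 degrees C. The cells were HepG2 CAGA-GFP in 1% FBS DMEM, stimulated with 500 pg/mL TGF-beta after compound addition. %Activity was normalised to no-cell wells (complete cell-killing) and DMSO (no toxicity), and curves were fitted and classified.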
A549 viability: kills or reduces viability of A549 cells in Nrf2 counter-screen. A549 ARE-Fluc cells, CellTiter-Fluor viability, 18-24 h. Potency, µM (top dose mostly 46 µM), for inactives: at the top dose activity change, negative = cytotoxicity, most hits filed as inhibitors. 0.16% of 390,000 active. AID 504648; also: potency is read from the fitted curve at half-maximal effect; % is scaled to controls: 0 for no effect and ±100 for the full control effect
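Cytotoxicity counterscreen: CellTiter-Fluor fluorescence was measured in A549 ARE_Fluc cells after 18-24 h of compound exposure in a concentration series. The subsequent BugLite luminescent read reports ARE-luciferase activity.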
CCT modulator: cytosolic chaperonin activity modulation; purified chaperonin ATPase assay, HTRF ADP detection, 30 min; activity change, % (no concentration beside the values), hits read low; 0.3% of 360,000 active; in the data active = activity change below about -30%; also: % is scaled to controls: 0 for no effect and ±100 for the full control effect
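ATPase activity: ADP formed was measured by HTRF Transcreener (665/615 nm ratio) after 30 min at 37 deg C with 10 uM ATP. Compounds screened at one 76 uM concentration against 40 or 20 nM TRiC in Tris pH 7.4/KCl/MgCl2/DTT buffer.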
The depositor's hits bear a star; i = inactive; ? = inconclusive; . = not tested or not shown; [ ] = remark or other dose. Unless noted, calls follow the shape of the dose curve; as a rule, active = well fitted curve in the direction sought with a large enough effect; inconclusive = small, poorly fitted or top-dose-only effect, or another doubt; inactive = no such curve, though single readings can be large; an effect the other way counts as inactive or inconclusive.

SMILES	Nrf2 activator	Mm-Cpn inhibitor	ATXN viability	TGFb SMAD3 inh	pAkt inh	Nrf2 inh	HepG2 tox	A549 viability	CCT modulator
CCOC(=O)c1cc([N+](=O)[O-])sc1NC(=O)c1ccc(S(=O)(=O)N2CC3(C)CC2CC(C)(C)C3)cc1 (stereo not drawn)	-0.1%	-2%	?	?	i	?	6%	-25%	-2.1
O=C(NCCCN1CCCCC1)c1ccc(CS(=O)c2ccc(Cl)cc2)o1 (stereo not drawn)	-0.4%	-2%	i	?	i	10%	-29%	?	-3.4
CCn1c(SCC(=O)OC(C)C)nnc1-c1ccccc1	0.1%	1%	i	10%	i	-7%	13%	-5%	-1.2
COc1ccc(C)cc1NC(=O)C(CCSC)NS(=O)(=O)c1ccc2c(c1)oc(=O)n2C (stereo not drawn)	-0.3%	.	.	0%	.	.	-22%	0%	.
Cc1ccc(C)c(SCC(=O)Nc2cc(S(=O)(=O)N3CCOCC3)ccc2C)c1	18%	0%	i	?	i	-4%	-25%	1%	-2.7
O=C(NNc1cccc(Cl)n1)Nc1ccc(F)cc1	-0.6%	2%	i	11%	i	2%	1%	3%	0.7
Cc1ccc2c(C)c(C(=O)N(Cc3ccc(Cl)cc3)C3CCS(=O)(=O)C3)oc2c1 (stereo not drawn)	5.0%	.	?	11µM*	.	?	6%	?	.
CCOC(=O)[C@H]1[C@H]2COc3ccc(C)cc3[C@@H]2N2C(=O)CN(Cc3ccc(F)cc3)C(=O)[C@@]12C	-0.1%	3%	i	?	i	5%	-19%	-5%	-2.4
O=C(/C=C/c1ccccc1)CC(=O)c1ccccc1O	?	-7%	i	-14%	i	?	-32%	2%	-2.0
CN(CC(=O)N1CCN(c2ccccc2F)CC1)S(=O)(=O)c1cnc[nH]1	0.4%	0%	i	-2%	i	7%	-42%	4%	-5.2
COc1cc2c(cc1OC)C(C(=O)NCc1cccnc1)C(c1cccnc1)N(C)C2=O (stereo not drawn)	0.1%	-1%	i	-9%	i	-11%	0%	-8%	-3.7
CCN(CC(=O)Nc1ccc(OC)cc1)C(=O)c1ccc2[nH]c3c(c2c1)CC(C)CC3 (stereo not drawn)	0.3%	-5%	i	-8%	i	-4%	-21%	-7%	1.0
CSc1cccc(NC(=O)COc2cccc3ccccc23)c1	0.2%	0%	i	1%	i	?	1%	0%	1.4
CCCCCC(C)n1[nH]c(=O)cc1N (stereo not drawn)	-1.1%	-1%	i	?	i	-4%	-48%	0%	-7.6
CCCOc1ccc(C(=O)Nc2ccccc2[N+](=O)[O-])cc1	11%	.	i	-2%	i	?	-30%	-19%	0.7
Cn1c(CNC(=O)CNC(=O)c2ccccc2)cc(=O)n(C)c1=O	-0.5%	-3%	i	-10%	i	-3%	16%	1%	-2.5
O=C(NNS(=O)(=O)c1ccccc1[N+](=O)[O-])c1ccncc1	0.8%	-2%	i	3%	i	-4%	2%	-4%	-4.6
COC(=O)[C@]12CCCCC=C1N(Cc1ccc(Cl)cc1Cl)C(=O)[C@H](CC(=O)N1CCC(c3ccccc3)CC1)C2	3.6%	.	i	.	i	.	.	.	-1.5
COc1ccc(Nc2nc(N3CCCCC3)c3ccccc3n2)cc1	0.0%	-1%	?	?	i	?	-62%	-3%	0.2
O=C(NCC1CCCO1)c1cccc2ccccc12 (stereo not drawn)	0.3%	-2%	i	1%	i	5%	6%	0%	-1.0
CN(C)S(=O)(=O)c1ccc(N/C=C(\[N+](=O)[O-])S(=O)(=O)c2ccccc2)cc1	-0.9%	0%	i	5%	i	13%	-3%	1%	-1.5
Cc1nnc(NC(=O)Cc2cccs2)s1	-0.1%	1%	i	11%	.	4%	12%	-3%	-3.3
CCN1C(=O)CSC1=Nc1ccc(C(=O)O)cc1	0.0%[9.22 µM]	-1%	i	5%	i	6%	0%	4%	2.2
CCc1ccc2c(c1)NC(=O)C2(C)Cc1ccccc1 (stereo not drawn)	-1.0%	.	i	?	i	.	-17%	.	1.7
COc1cccc(CN(CC(=O)NCc2ccccc2)C(=O)c2csnn2)c1	-0.3%	-2%	i	-15%	i	-3%	-4%	1%	0.1
Cc1cccc(OCCCC(=O)Nc2ccc(S(=O)(=O)Nc3onc(C)c3C)cc2)c1	-0.9%	3%	?	3%	i	10%	8%	-1%	-1.9
Cc1cc(C)n(-c2nc(C(F)(F)F)nc3ccccc23)n1	2.2%	-1%	i	20%	i	-4%	0%	?	0.3
COc1cc(OC)cc(-c2c(-c3ccc(F)cc3)c3cc(Br)ccc3n2C)c1	0.1%	-8%	i	-1%	i	-11%	-1%	-5%	-2.3
CCc1c(C)nc(N)n2c(SCC(=O)Nc3ccccc3)nnc12	-1.0%	-3%	i	?	i	4%	-30%	-4%	-1.3
CC(C)(C)OC(=O)N1CCC[C@@H]1C(=O)NCc1ccccc1Cl	-0.4%	.	i	.	i	.	.	.	-5.7
CC1=C(C(=O)OCc2ccccc2)C(c2ccccc2Cl)NC(=O)N1CCCCCC(=O)O (stereo not drawn)	0.1%	0%	i	-4%	i	-11%	-4%	1%	-0.4
Cc1ccc(C(=O)N/C(=C\c2ccc(-c3ccc(Br)cc3)o2)C(=O)NCCCN(C)C)cc1	-2.3%	-2%	32µM*	7.1µM*	i	?	4.5µM*	?	0.4
Cc1nc(CN2CCCC2=NC#N)n(-c2ccccc2)n1	-1.1%	3%	i	0%	i	7%	-1%	-10%	-2.6
Cc1ccc(/C=C/C(=O)OCC(=O)N(CC(C)C)c2c(N)n(Cc3ccccc3)c(=O)[nH]c2=O)o1	-0.4%	1%	i	8%	i	14%	0%	0%	-0.9
N#Cc1ccc(NC(=O)Cn2cnc([N+](=O)[O-])c2)cc1	0.3%	-1%	i	5%	i	-7%	1%	1%	2.5
O=C(CC(NC(=O)c1ccccc1)c1ccccc1)Nc1ccc(F)c(F)c1 (stereo not drawn)	2.2%	-2%	i	-13%	i	-26%	-8%	-7%	-1.9
Cc1ccc(S(=O)(=O)N(C)c2ccc(OCC(=O)Nc3nc4ccccc4s3)cc2)cc1	5.6%	-1%	i	-29%	i	21µM*	-17%	-1%	-2.2
CCOC(=O)c1cc2sc(C)cc2n1CC(=O)N1CCN(C(=O)c2ccco2)CC1	-0.3%	-16%	i	-3%	i	7%	-11%	21%	-2.3
COc1ccc(Cl)cc1N(C(=O)Nc1cccc(Cl)c1)C1=NCC(C)S1 (stereo not drawn)	-0.6%	2%	i	-1%	i	14%	-22%	-2%	-3.4
CC(NC(=O)c1ccccc1F)c1nnc(SCC(=O)NC2=NCCS2)n1C (stereo not drawn)	-1.0%	-1%	i	9%	i	2%	-4%	5%	-1.1
O=[N+]([O-])c1ccc(NN=C(c2ccccc2)c2ccccc2)nc1	0.0%	.	i	-7%	i	-6%	5%	-6%	0.5
COC(=O)C1=C(C)N(Cc2ccccc2)C(=NCCCOC(C)C)N[C@H]1c1ccccc1	-1.1%	0%	?	-7%	i	13%	-22%	-6%	-0.9
Cc1ccsc1C(=O)N1CCN(S(=O)(=O)c2cccc(F)c2)CC1	-0.1%	3%	i	7%	i	-11%	-12%	-4%	1.7
COc1ccc(S(=O)(=O)NCc2ccco2)cc1N(C)S(=O)(=O)c1ccccc1	-0.9%	4%	i	9%	i	-9%	-1%	-7%	2.1
NC(=O)c1ccccc1OCC(=O)O	-0.1%	2%	i	0%	i	-7%	2%	0%	0.1
CC(C)c1ccccc1NC(=O)COC(=O)COc1ccccc1[N+](=O)[O-]	-0.3%	-2%	i	7%	i	20%	6%	-6%	-1.3
O=C(NNC(=O)C1CCN(Cc2cccc(F)c2)CC1)c1cccs1	-0.2%	-3%	i	-1%	i	?	2%	1%	-0.1
Cc1cc(NC(=O)CCSc2ccc(Cl)cc2)no1	2.4%	-4%	i	-1%	i	3%	2%	-3%	3.4
CCCCNC(=O)Nc1ccccc1C(=O)NCc1ccco1	?	1%	i	-24%	i	0%	0%	-4%	-2.4
Cc1cccc(/C(N)=N/OC(=O)Cc2cccs2)c1	5.8%	-6%	i	-2%	i	?	-11%	-3%	1.9
CC(=O)N1c2ccc(S(=O)(=O)N3CCC(C(=O)N4CCN(c5cccc(C(F)(F)F)c5)CC4)CC3)cc2CC1C (stereo not drawn)	3.4%	-25%	i	?	.	?	-31%	1%	-1.0
COc1ccc(CNC(=O)C(C)N=C2NS(=O)(=O)c3ccccc32)cc1OC (stereo not drawn)	-0.8%	.	i	16%	i	5%	-9%	20%	-2.8
COc1ccccc1CN1CCN(C2CCN(C(=O)NC(C)C)CC2)C(=O)C1=O	-1.0%	.	i	2%	.	.	-5%	4%	.
Cc1ccc(-c2csc3nc[nH]c(=S)c23)cc1	2.7%	2%	?	0%	i	?	-23%	-7%	-0.4
O=C(Nc1cccnc1)c1ccccc1O	4.4%	0%	i	-7%	i	-21%	-20%	4%	-1.8
O=S(=O)(NCC(c1ccco1)N1CCN(c2ccccc2)CC1)c1ccccc1 (stereo not drawn)	3.3%	.	.	0%	.	.	-26%	-11%	.

Reprinted at random: 3 records from the list
SMILES	Nrf2 activator	Mm-Cpn inhibitor	ATXN viability	TGFb SMAD3 inh	pAkt inh	Nrf2 inh	HepG2 tox	A549 viability	CCT modulator
COc1ccc(S(=O)(=O)NCc2ccco2)cc1N(C)S(=O)(=O)c1ccccc1	-0.9%	4%	i	9%	i	-9%	-1%	-7%	2.1
O=C(Nc1cccnc1)c1ccccc1O	4.4%	0%	i	-7%	i	-21%	-20%	4%	-1.8
O=S(=O)(NCC(c1ccco1)N1CCN(c2ccccc2)CC1)c1ccccc1 (stereo not drawn)	3.3%	.	.	0%	.	.	-26%	-11%	.
